S3 lipid droplet – qHTS Assay for Lipid Storage Modulators in Drosophila S3 Cells | lipid storage change, negative = inhibition, % at the top dose, mostly 46.1 µM; hits show Potency in µM | Drosophila S3 cells, BODIPY lipid droplet fluorescence, 18-24 h; cells fed with added oleic acid | actives 0.64% (n = 320,000); active means well fitted inhibition curve with a large enough effect in the signal ratio, with a control signal flat, not every such curve was filed as active; inconclusive means small, poorly fitted or top-dose-only effect, or effect the other way, or a change in a side signal; the % refers to the signal ratio
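Drosophila S3 cells loaded with oleic acid (400 uM, as added) and compounds at several concentrations; lipid droplets imaged by 488-nm laser-scanning cytometry, 500–530 nm intensity and object ratio to cell channel. Percent activity normalized to 20 uM Triacsin C.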
S3 lipid droplet cell count max – further read-out of S3 lipid droplet, marked with its call; cell number change, %; measured here: cell count max response;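 cells counted by Cell Tracker Red CMTPX staining in the red channel; peak over a dose series mostly up to 46.1 µM; percent activity relative to internal control wells on each plate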
An asterisk follows results filed as active; i = inactive; ? = inconclusive; . = no result given. On the % scale 0 is the no-effect control and ±100 the full control effect; potency means the concentration at half of the fitted maximal effect. This is a subset; rates above refer to the full screens.

molecule	S3 lipid droplet	S3 lipid droplet cell count max
CCN(c1ccccc1)S(=O)(=O)c1ccc(Cl)c(C(=O)NCc2ccco2)c1	?	.
CCOC(=O)C(Cc1ccc(NC(=O)/C(=C/c2ccc(OC(C)=O)cc2)NC(C)=O)cc1)N1C(=O)c2ccccc2C1=O (stereo not given)	?	.
CC(C)(C)C(=O)Nc1nc2c(s1)COc1ccccc1-2	i	.
O=C1NC(c2ccccc2)=C(c2ccccc2)C1=O	?	.
OCC[C@H]1C[C@@H](O)[C@H](O)[C@]2(Cc3ccccc3CCO2)O1	-10.2%	-12.1
CCn1c(=O)c2c(nc3n2CCS3)n(C)c1=O	-12.7%	0.5
COC(=O)[C@H](CC(C)C)NS(=O)(=O)c1ccccc1	?	.
Cc1ccc(S(=O)(=O)Oc2ccc(/C=N/NC(=O)c3c(Cl)cnn3C)cc2)cc1	5.6%	9.9
COc1ccc(/C=C2\Oc3cc(OCC(N)=O)ccc3C2=O)cc1OC	?	.
CCOc1ccc(C(=O)Nc2ccc(S(=O)(=O)N3CCOCC3)cc2)cc1OCC	?	.
COc1cc(C(=O)Nc2sc(C)c(C)c2C(=O)O)cc(OC)c1OC	-5.0%	17.0
Cc1ccc(C(CC(=O)O)NC(=O)c2ccc(S(=O)(=O)N3CCCC3)cc2)cc1 (stereo not given)	?	.
O=C(CCCCCN1C(=O)[C@@H]2Cc3ccccc3CN2C1=O)N[C@@H](Cc1ccc(O)cc1)C(=O)O	?	.
CC(NC(=O)C1CCN(S(=O)(=O)c2cccs2)CC1)c1cccc(Cl)c1 (stereo not given)	?	.
CCN(CC)C(=O)C(C)OC(=O)COc1ccc(Cl)cc1C (stereo not given)	9.5%	4.5

The list goes on:
molecule	S3 lipid droplet	S3 lipid droplet cell count max
Nc1nc(SCC(=O)Nc2cc(C(F)(F)F)ccc2N2CCOCC2)n[nH]1	-6.2%	-3.1
CC(=O)Oc1ccc(NC(=O)Cc2ccccc2)c(C(=O)O)c1	?	.
CCOC(=O)c1cc(C)n(Cc2ccc(OCC)c(OC)c2)c1C	?	.
Cc1[nH]n(-c2ccccc2)c(=O)c1N=Nc1c(O)cc(S(=O)(=O)N(C)C)c2ccccc12	?	.
CCCCCC(O)(CCN1CCCCC1)c1ccc(OCC)cc1 (stereo not given)	3.6%	-1.1
CCOC(=O)c1ccc(N2C(=O)C3C(C2=O)C(C(=O)c2ccc(Cl)cc2)N2CCCC32)cc1 (stereo not given)	i	-27.8
CCN1C(=O)[C@H]2[C@@H](c3ccc(-c4ccc(C(C)=O)cc4)cc3)N3CCC[C@@]3(C(=O)OC)[C@H]2C1=O	?	.
CCCC(=O)Nc1ccc(C(=O)Nc2nc(CC(=O)OCC)cs2)cc1	?	.
CCC(Sc1nc2ccc(N)cc2s1)C(=O)Nc1nccs1 (stereo not given)	?	.
NS(=O)(=O)c1ccc(-n2nncc2-c2ccco2)cc1	i	5.6
CCOc1ccc(C)cc1S(=O)(=O)Nc1ccc(Cl)cn1	?	.
Cc1ccc(C(=O)N/N=C/c2ccc(N3CCOCC3)cc2)c(C)c1	?	.
Cc1ccc(NC(=S)Nc2cccc3cnccc23)cc1C	?	.
COc1ccc(C2C(C#N)=C(N)Oc3cccc(O)c32)cc1 (stereo not given)	?	.
CC(=O)N1CCC(Nc2ccc(C)cc2)CC1	6.4%	.

(more compounds)
molecule	S3 lipid droplet	S3 lipid droplet cell count max
CCOC(=O)Cn1cc(/C=N/NC(=O)CC#N)c2ccccc21	?	.
Cc1ccc(-n2ncc3c2CCCC3NC(=O)c2ccccc2N2CCOCC2)cc1C (stereo not given)	?	.
CCOc1cccc(-c2cc(C(=O)N/N=C/c3ccc(OC)c(CN4CCOCC4)c3)c3ccccc3n2)c1	?	.
CCOc1ccc(NC(=O)c2nn(C)cc2Br)cc1	18.9%	-0.6
Cc1cc(NC(=O)c2cc3n(n2)C(C(F)(F)F)CC(c2ccco2)N3)no1 (stereo not given)	?	.
COc1ccc(N2CCN(C(=O)COC(=O)CCOc3ccccc3C)CC2)cc1	?	.
O=C(Nc1cccc([N+](=O)[O-])c1)c1ccc2c(c1)OCCO2	?	.
CCOc1cccc(/C=N/N=C/c2cccc(OCC)c2O)c1O	?	.
Cc1cccc(N2CCN(C(=O)CSc3nnnn3C3CC3)CC2)c1C	?	.
O=C(CCc1nc(-c2cccs2)no1)Nc1cnc2ccccc2c1	?	.
CCOc1ccc(NS(=O)(=O)c2cc(C(=O)N3CCC3)ccc2Cl)cc1	?	.
COc1ccc([N+](=O)[O-])cc1NC(=O)C(C)N(C)Cc1ccc(Br)cc1 (stereo not given)	?	.
COc1ccc(CC(=O)NC2CC(C)(C)NC(C)(C)C2)cc1OC	?	.
Cc1cc(Br)c(S(=O)(=O)NCc2ccncc2)cc1C	?	.
Fc1ccccc1/C=N/Nc1ccc(Cl)nn1	9.1%	.

Pulled one by one from the list above, seven records:
molecule	S3 lipid droplet	S3 lipid droplet cell count max
Cc1cc(NC(=O)c2cc3n(n2)C(C(F)(F)F)CC(c2ccco2)N3)no1 (stereo not given)	?	.
CCOC(=O)c1ccc(N2C(=O)C3C(C2=O)C(C(=O)c2ccc(Cl)cc2)N2CCCC32)cc1 (stereo not given)	i	-27.8
CCn1c(=O)c2c(nc3n2CCS3)n(C)c1=O	-12.7%	0.5
CCOC(=O)Cn1cc(/C=N/NC(=O)CC#N)c2ccccc21	?	.
O=C(CCCCCN1C(=O)[C@@H]2Cc3ccccc3CN2C1=O)N[C@@H](Cc1ccc(O)cc1)C(=O)O	?	.
Cc1ccc(C(CC(=O)O)NC(=O)c2ccc(S(=O)(=O)N3CCCC3)cc2)cc1 (stereo not given)	?	.
CCOc1ccc(NS(=O)(=O)c2cc(C(=O)N3CCC3)ccc2Cl)cc1	?	.

(next part)
molecule	S3 lipid droplet	S3 lipid droplet cell count max
Cc1ccc(NC(=O)Cn2c(=O)oc3ccccc32)c(C)c1	?	.
C/C(=N\NC(=O)c1cc2ccccc2cc1O)c1ccccn1	2.0%	.
Cc1ccccc1SCC(=O)N1CCN(c2ccc(C(F)(F)F)cn2)CC1	-0.3%	-0.7
N#C/C(=C/c1ccncc1)c1nc2ccccc2c(=O)[nH]1	?	.
CCOC(=O)C1CCN(C(=O)c2cn(-c3ccccc3)nc2-c2cccnc2)CC1	?	.
C=CCn1c(-c2cccn(Cc3ccc(Cl)cc3)c2=O)n[nH]c1=S	?	.
CCc1ccc(-c2nc(CSCC(=O)N3CCN(c4ncccn4)CC3)c(C)o2)cc1	?	.
C=CCC(NCc1ccco1)c1ccc(OC)cc1 (stereo not given)	-17.7%	-21.6
CC(Oc1ccc2c3c(c(=O)oc2c1)CCCC3)C(=O)NCc1cccnc1 (stereo not given)	?	.
COCCN(C(=O)c1ccc(C#N)cc1)c1c(N)n(Cc2ccccc2)c(=O)[nH]c1=O	5.3%	1.5
CCN(CC)CCNC(=O)Cn1nc(Cc2ccccc2)c2ccccc2c1=O	?	.
CC1(C)CC(c2nc(-c3ccc(Br)cc3)cs2)CCS1 (stereo not given)	0.3%	3.2
Cc1ccc(C(=O)CN2C(=O)NC3(CCCCC3C)C2=O)s1 (stereo not given)	?	.
Nc1ccc(S(=O)(=O)NC(Cc2ccccc2)C(=O)O)cc1 (stereo not given)	?	.
O=C(NCCCCNC(=O)c1ccco1)c1ccco1	?	.

(listing goes on)
Value order – S3 lipid droplet | S3 lipid droplet cell count max
COc1ccccc1Nc1nnc(SCC(=O)N2CC(=O)Nc3ccccc32)s1
→ 7.5% | 0.4
CN(O)C(=O)Nc1ccc([N+](=O)[O-])cc1
→ 14.1% | 15.8
Cc1cccc(-c2c3c(=O)n(C)c(=O)n(C)c3cn2C2CCCCC2)c1
→ i | 0.1
COc1ccc(NC(=O)CSc2nc3ccsc3c(=O)n2Cc2ccccn2)c(OC)c1
→ 12.1% | .
CC(C)(C)NC(=O)CN(Cc1ccc2c(c1)OCO2)C(=O)CNC(=O)c1cccs1
→ ? | .
O=C(O)CC(Cc1ccccc1)c1ccc2c(c1)OCO2 (stereo not given)
→ 3.1% | 1.3
NC(=O)c1c(NC(=O)C2CCCO2)sc2c1CCC2 (stereo not given)
→ ? | .
CCCOc1ccc(/C(O)=C2/C(=O)C(=O)N(CCCOC)C2c2cccnc2)cc1 (stereo not given)
→ i | .
COc1ccc(C(=O)Nc2cccnc2)cc1
→ ? | .
O=S(=O)(c1cccs1)N1CN(Cc2ccccc2)c2nc3ccccc3nc21
→ ? | .
NNC(=S)NCCc1ccccc1
→ ? | .
CCN(CC)c1ncnc2c1cnn2C
→ ? | .
CCCCn1c(N)c(N(CCOC)C(=O)c2cc(C)oc2C)c(=O)[nH]c1=O
→ ? | .
CN1CCN(Cc2cc(=O)oc3ccc(Cl)cc23)CC1
→ ? | .
CCOc1ccc(Nc2nc(Cl)nc(NCCO)n2)cc1
→ ? | .
O=C(Nc1ccccc1)c1cc([N+](=O)[O-])ccc1NC1CCCCC1
→ -17.9% | -13.8
COc1ccccc1CN1CCNC(=O)C1CC(=O)NC1CCCCCC1 (stereo not given)
→ ? | .
O=C(NCc1ccccn1)c1cc(-c2ccncc2)nc2ccccc12
→ ? | .
CC(C)C(=O)Nc1cccc(C(=O)Nc2nccs2)c1
→ ? | .
CCCNC(=O)CSc1nc(-c2cccs2)cc(C(F)(F)F)n1
→ -4.4% | 1.2
Cc1csc(SC(C)C(=O)Nc2ccc(Cl)cn2)n1 (stereo not given)
→ 6.6% | -9.7
CC(=O)c1ccc(OC(=O)CCN2c3ccccc3Sc3ccccc32)cc1
→ 10.1% | 9.9
O=C(CCN1C(=O)/C(=C/C=C/c2ccccc2)SC1=S)Nc1nccs1
→ i | .
CC(C(=O)N1CCc2ccccc21)N1CCN(Cc2ccc(Cl)cc2)CC1 (stereo not given)
→ i | -3.2
Cc1ccc(-n2ncc3c(N4CCN(c5ccccc5)CC4)ncnc32)c(C)c1
→ ? | .
Cc1c(NC(=O)c2cn3ccccc3n2)cccc1-n1cnnn1
→ ? | .
O=C(N/N=C/c1ccccn1)C(=O)N1CCCCCC1
→ -5.9% | 11.4
CC1CCCC(C)N1S(=O)(=O)c1ccc(NC(=O)CNC2CCCC2)cc1 (stereo not given)
→ i | -3.8
Cc1cccc(-c2nn(-c3ccccc3)cc2C(=O)N2CCN(C3CCS(=O)(=O)C3)CC2)c1 (stereo not given)
→ ? | .
CCOc1ccc(NC(=O)Nc2cccc(C(=O)O)c2)cc1
→ 5.5% | 14.2

Entries of single compounds, quoted from the list. Screens in order: S3 lipid droplet, S3 lipid droplet cell count max
Results for O=C(O)CC(Cc1ccccc1)c1ccc2c(c1)OCO2 (stereo not given) = 3.1%, 1.3
Results for CCCNC(=O)CSc1nc(-c2cccs2)cc(C(F)(F)F)n1 = -4.4%, 1.2

Next entries follow.
Value order – S3 lipid droplet | S3 lipid droplet cell count max
O=C(Nc1ccc2c(c1)OCCO2)c1ccc(NC(=O)C2CCCO2)cc1 (stereo not given)
→ ? | .
c1ccc(CNc2ncnc3sc4c(c23)CCCC4)nc1
→ 7.0% | 13.5
Cc1cn([C@H]2C=C[C@@H](CO)O2)c(=O)[nH]c1=O
→ ? | 6.9
Cc1ccc(N=C2NC(=O)/C(=C/c3cccnc3)S2)c(C)c1
→ 6.1% | 9.8
O=C(OCC(F)(F)F)c1cccc(COc2ccc3ccccc3c2)c1
→ i | .
COc1ccc(Nc2nnc(SC(C(=O)Nc3cc(C)ccc3C)c3ccccc3)s2)cc1 (stereo not given)
→ ? | .
CC(=O)c1ccc(N=Nc2ccc(C)cc2)cc1
→ ? | .
Nc1nc(CSc2ncccn2)nc(Nc2ccccc2)n1
→ ? | .
C/C(=N\NC(=O)COc1ccccc1F)c1cc2ccccc2o1
→ ? | .
O=C(Oc1ccccc1OC(=O)N1CCOCC1)N1CCOCC1
→ 5.7% | -13.7
CC(C)CN(CC(C)C)C(=O)c1cc2c(=O)n3ccccc3nc2s1
→ i | -10.7
Cc1nc(SCC(=O)NCC2CCCO2)[nH]c(=O)c1C (stereo not given)
→ -7.9% | -4.2
Cc1onc(-c2c(Cl)cccc2Cl)c1C(=O)c1c[nH]c(C(=O)NC2CC2)c1
→ i | .
O=C(c1ccco1)N1CCN(Cc2cc(=O)oc3cc(O)ccc23)CC1
→ 5.3% | -17.2
Cc1cccc(NC(=O)CCSc2ccccn2)c1
→ 5.7% | 13.6
CC1(C)OC2OC(C(=O)N/N=C/c3ccccc3F)C3OC(C)(C)OC3C2O1 (stereo not given)
→ -0.1% | 6.6
CCOc1ccc(NCc2cccn2-c2nnc(N3CCC(C(=O)NCCCN4C(C)CCCC4C)CC3)s2)cc1 (stereo not given)
→ ? | .
CN(CCOC(=O)c1ccc2c(c1)OCCO2)Cc1ccccc1
→ -0.3% | -5.2
COc1cccc(NC(=O)CN(C)C(C)C(=O)NC(=O)NC2CCCCC2)c1 (stereo not given)
→ ? | .
COc1cc(NC(=O)CSCc2ccc(Cl)cc2Cl)c(C(=O)O)cc1OC
→ ? | .
CCOc1ccc2nc3c(cc2c1)CN(CCOC)C(=NCCOC)S3
→ -16.3% | -13.0
CCN(c1ccccc1)S(=O)(=O)c1ccc(NC(=O)c2nc(S(C)(=O)=O)ncc2Cl)cc1
→ ? | .
O=C(NCc1ccco1)c1c2c(nc3ccccc13)CCC2
→ ? | .
CCC(C)C(=O)Nc1nc(C)c(-c2csc(Nc3ccc(Cl)cc3)n2)s1 (stereo not given)
→ ? | .
O=C(CC1Oc2ccccc2NC1=O)NCCCN1CCN(Cc2ccccc2)CC1 (stereo not given)
→ ? | .
C/C(CC(=O)Nc1ccc(C)c(Cl)c1)=N\NC(=O)C1CCCCC1
→ ? | .
